From PubChem
telomere uncapping: survival after telomere uncapping, modulators, primary screen, cell-based (AID 1259312) | HCT116 + Ad-hTR-mut, survival, MTT, 5 d; stronger effect = higher value | fold change at 10 µM | 4,500 tested, 4.5% active;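 active = cell survival measured by absorbance rises more than 2.5-fold over infected cells without compound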;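 also: virus expresses mutant telomerase RNA that uncaps telomeres and kills cells; compound added 2 days after infection so exposure lasts 3 days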
* marks the source's active call; other numbers are inactive results; i = inactive.

SMILES	telomere uncapping
COc1c2ccoc2cc2oc(=O)ccc12	-2.5
CCN(C(=O)C(C)C)C1CCCCC1	-1.3
O=c1[nH]c(=O)n(CCOc2ccc(Cl)cc2)cc1Br	-1.1
CCOC(=O)/C(C#N)=C\c1cccn1C	-3.9
O=[N+]([O-])c1ccc(N2CCN(S(=O)(=O)c3ccccc3)CC2)cc1NC1CC1	-1.2
C=C(CO)C1Cc2c(ccc3c2OC2COc4cc(OC)c(OC)cc4C2C3=O)O1 (stereo not given)	-2.5
O=[N+]([O-])c1ccc2c(c1)oc1ccc(S(=O)(=O)N3CCCC3)cc12	1.1
Cc1ccc2occ(C3Nc4cc(C)c(C)cc4NC4=C3C(=O)CC(C)(C)C4)c(=O)c2c1 (stereo not given)	-1.2
Cc1cc(/C=C2/C(=O)NC(=S)N(c3ccc(Br)cc3)C2=O)c(C)n1-c1cccnc1	1.1
CCCN(CCC)C(=O)c1c(NC(C)=O)sc2c1CCCCC2	-1.5
O=C(NC1CCCCCC1)c1cccs1	-1.4
Cc1ccc(/C=N/c2sc3c(c2C#N)CCCC3)o1	-1.7
Cc1nn(C)c(C)c1NC(=O)CC12CC3CC(CC(C3)C1)C2	1.1
C#C[C@]1(OC(C)=O)CC[C@H]2[C@@H]3CCC4=CC(=O)CC[C@@H]4[C@H]3CC[C@@]21C	-1.3
Cc1sc(C2C(C#N)=C(N)OC3=C2C(=O)CC(C)(C)C3)cc1[N+](=O)[O-] (stereo not given)	-2.3
O=S(=O)(c1ccc(NC(=S)Nc2ccccc2)cc1)N1CCCCC1	-2.1
OCC1OC(OC2OC(CO)C(O)C(O)C2O)C(O)C(O)C1O (stereo not given)	-1.6
CCCCCCNC(=O)Cc1cccs1	-1.5
NCCCNc1ccc([N+](=O)[O-])cc1	1.5
COC(=O)C1CCN(C(=O)c2ccco2)CC1	-2.3
O=C(Cc1cccs1)NC1CCCCCC1	-2.2
N#CC1=C(N)C(C#N)(C#N)C(c2cccs2)C2CCCC=C12 (stereo not given)	1.4
COc1cc(C2NC(=O)c3c(sc4c3CCCC4)N2)cc(OC)c1OC (stereo not given)	-1.2
O=C(C1=C(O)C(=O)N(CCCN2CCOCC2)C1c1cccs1)c1cccs1 (stereo not given)	-3.2
C#CCN1C(=O)C(O)(CC(=O)c2ccc(F)cc2)c2ccccc21 (stereo not given)	-1.1

Continued:
SMILES	telomere uncapping
CCc1cc(CC)c(C2C(C#N)=C(N)SC(N)=C2C#N)c(CC)c1	-1.6
Cn1c(SCc2nc3ccc([N+](=O)[O-])cc3[nH]2)nc2ccccc21	-1.3
COc1ccc(S(=O)(=O)N(C)CC23CC4CC(CC(C4)C2)C3)cc1-n1cnnn1	1
Cc1cc(=O)[nH]c(=O)n1COCCOc1ccc(Cl)cc1	1.3
O=C(CC(C(=O)O)n1ccnc1)c1ccc(C2CCCCC2)cc1 (stereo not given)	2.7*
O=C1CC(c2ccccc2)=NO1	-1.4
O=C(O)C(C(=O)O)C1C=CCC1 (stereo not given)	1.1
Cc1sc(N)c(C#N)c1-c1ccc(C(C)C)cc1	1.3
Oc1ccc(N=Cc2ccco2)cc1	-1.1
c1ccc2[nH]c(CCCc3nc4ccccc4[nH]3)nc2c1	1.2
CCCCCCc1cc(C)cc(Cc2cc(C)cc(CCCCCC)c2O)c1O	-1.4
CC1CC=C2C(C#N)=C(N)C(C#N)(C#N)[C@@H](c3cccc(I)c3)[C@@H]2C1 (stereo not given in full)	1.1
Cn1c2c(c(=O)[nH]c1=O)C(c1ccc(Br)cc1)C1=C(N2)c2ccccc2C1=O (stereo not given)	-1.7
CCCCSc1nc(C)cc(=O)[nH]1	i
NC(=O)[C@@H]1CCCN1	-1.3
O=C(O)c1ccc(CSc2nnc(-c3ccco3)o2)cc1	-1.4
Cc1nc2c([nH]1)C(c1ccc(C(C)C)cc1)C(C#N)=C(N)O2 (stereo not given)	1.9
Cc1cccc(NS(=O)(=O)c2cc(Cl)ccc2Cl)n1	1.4
COc1cc2ccc(=O)oc2c(OC(C)=O)c1OC(C)=O	-1.5
Cc1ccc(S(=O)(=O)CCl)cc1	1.2
CN(CC12CC3CC(CC(C3)C1)C2)S(=O)(=O)c1ccc2sc(=O)[nH]c2c1	-1.1
CCc1ccc(/C=C(\C#N)C(=O)OC)s1	1.6
CC(C)(C)c1[nH]nc2c1C1(C(=O)Nc3ccccc31)C(C#N)=C(N)O2 (stereo not given)	4.2*
COC(=O)C1=C(CSc2cc(Cl)ccc2Cl)NC(=O)NC1c1ccc(C)cc1C (stereo not given)	-1.9
Cc1ccc(/C=C2\C(=O)ON=C2c2ccc(Br)cc2)cc1	-2.4

The listing continues.
SMILES	telomere uncapping
Cn1c(-c2ccccc2)c(NC(=O)c2ccccc2Cl)c(=O)n1C	-1.2
Cn1cnnc1Sc1cc(N2CCCCC2)ccc1[N+](=O)[O-]	-1.7
N#Cc1ccc2c(c1)COC2c1ccc(F)cc1 (stereo not given)	-1.7
Cc1sc(/C=C(/C#N)C(N)=S)cc1Br	1.1
CC1(C)O[C@@H]2[C@H](O1)[C@@H](CO)O[C@H]2n1ccc(=O)[nH]c1=O	-1.7
Cc1nc2c(o1)N(c1ccccc1)C(N)=C(C#N)C2c1c(Cl)nn(-c2ccccc2)c1C (stereo not given)	1.9
Cc1ccc(S(=O)(=O)N2CCN(Cn3c(=S)sc4ccccc43)CC2)cc1	-1.2
Clc1cc2c(c(CSc3nnnn3-c3ccccc3)c1)OCOC2	-1.9
CCCN(CCC)C(=O)C(=O)N(CCC)CCC	-1.1
O=C(O)c1cc2nc(-c3ccco3)cc(C(F)(F)F)n2n1	-1.2
O=c1ccnc(NC2CCCCC2)[nH]1	-1.5
COC(=O)Nc1ncc(CN2CCOCC2)s1	-2.4
CC1CCc2c(sc3ncn(CC(=O)O)c(=O)c23)C1 (stereo not given)	-1.4
CCCCC(CC)C(=O)NC(C)(C)C (stereo not given)	1.3
COc1ccc(OC)c(NS(=O)(=O)c2ccc(Cl)cc2)c1	1.3
N#Cc1c(NC(=O)c2sc3ccccc3c2Cl)sc2c1CCC2	-2.5
CC1(C)CC2CC(C)(CN2C(=O)Nc2ccc(NC(=O)N3CC4(C)CC3CC(C)(C)C4)cc2)C1	-1.1
COc1cc(-c2nnc(CSc3nnc(-c4ccccc4)o3)o2)cc(OC)c1OC	-1.7
Cn1c(=O)c2c(nc(Sc3ncnn3CC(=O)NC(C)(C)C)n2C)n(C)c1=O	1
O=C1C2=CNc3ccccc3NC2Oc2ccccc21 (stereo not given)	-1.1
O=c1[nH][nH]c(=S)n1C1CCCCC1	1.5
CCOC(=O)c1sc(NS(C)(=O)=O)nc1C	-1.1
N#CC(C#N)=Cc1cn(CCOc2ccccc2F)c2ccccc12	-2.2
CCOC(=O)c1c(NC(=O)c2cccs2)sc(C(=O)N2CCCC2)c1C	-2
CCCCCCN1C(=O)/C(=C2\SC(=O)NC2=O)c2ccccc21	-1.5

(further entries)
mol	telomere uncapping
CN(c1ccccc1N(C)S(=O)(=O)c1ccccc1)S(=O)(=O)c1ccccc1	1.7
Cn1c(O)c(C=NCc2ccco2)c(=O)n(C)c1=S	i
COc1ccc2[nH]c(=O)c(=O)[nH]c2c1	1.2
CCOC(=O)c1c(NC(=O)c2ccco2)sc2c1CCC(C)C2 (stereo not given)	1.4
Cc1n[nH]c([N+](=O)[O-])c1C(=O)O	i
O=C1/C(=C/c2ccc3c(c2)OCO3)CCc2ccccc21	-2.2
COC(=O)C1=C(N)n2c(s/c(=C/c3cccnc3)c2=O)=C(C(=O)OC)C1c1cccnc1 (stereo not given)	2.3
COc1ccc(CNS(=O)(=O)N(C)C)cc1	-2.4
COc1cc(C2C(C(=O)OC3CCCCC3)=C(C)NC3=C2C(=O)CC(C)(C)C3)cc(OC)c1OC (stereo not given)	-1.8
Fc1ccc2c(c1)[C@@H]1C=CC[C@@H]1[C@H](c1ccccc1Cl)N2	-1.2
CCN(CC)CCNc1ccc([N+](=O)[O-])cc1[N+](=O)[O-]	3.5*
Nc1ncnc2nc(SCCOc3ccccc3F)[nH]c12	-1.2
N#Cc1nc(-c2ccccc2)oc1NCC1CCCO1 (stereo not given)	-3.5
CC1=C(C(=O)OCC2CCCO2)C(c2ccc(C)o2)C2=C(CCCC2=O)N1 (stereo not given)	1.2
O=c1/c(=C2/CCCCCN2)c2nc(-c3ccccc3)cn2n1-c1ccccc1	1
CN1C(=O)/C(=C2\SC(=S)N(CCS(=O)(=O)O)C2=O)c2ccccc21	4.3*
NCCC(=O)N[C@@H](Cc1cnc[nH]1)C(=O)O	-1.8
C=C(C)CC1C=CCC(CC(=C)C)N1Cc1ccccc1 (stereo not given)	-2.5
C=CCC1CC=CC(CC=C)(C(O)(CC=C)CC=C)N1 (stereo not given)	-2.6
COC(=O)C1=C(C)NC2=C(C(=O)CC(C)(C)C2)C1c1cccs1 (stereo not given)	-2
OCC(O)C(O)C(O)c1cnn(-c2ccccc2)n1 (stereo not given)	1.7
O=Cc1ccc(-c2cc(OC(F)(F)F)cc(OC(F)(F)F)c2)o1	-1.1
Cc1ccc(-c2cc(N)n3nc(-c4ccc(C)cc4)cc3n2)cc1	-1.1
Cn1c(SCc2ccc(C(C)(C)C)cc2)nnc1-c1cccs1	-1
O=C1NC2(CCCCC2)NC2=C1CCCC2	-2.7

Fetched one by one from the entries so far (2):
mol	telomere uncapping
Nc1ncnc2nc(SCCOc3ccccc3F)[nH]c12	-1.2
O=c1/c(=C2/CCCCCN2)c2nc(-c3ccccc3)cn2n1-c1ccccc1	1

Other results.
mol	telomere uncapping
O=C(O)CC(C(=O)O)C1CCCO1 (stereo not given)	2.1
O=c1[nH]/c(=C/c2ccco2)c(=O)[nH]/c1=C\c1ccco1	-1.7
Oc1c(Br)cc(Br)cc1C=Nc1cc(Cl)cc(Cl)c1	i
Cc1cc(C)n(-c2ccc([N+](=O)[O-])cc2[N+](=O)[O-])n1	1.2
Cc1oc(CN2CCOCC2)cc1C(=O)O	-1.9
O=C(CCCCC(=O)N=Nc1c(O)[nH]c2ccccc12)N=Nc1c(O)[nH]c2ccccc12	i
O=C1CN(C(=O)CSc2nnc(C3CCCN3S(=O)(=O)c3ccc4ccccc4c3)n2-c2ccccc2)c2ccccc2N1 (stereo not given)	1.6
CCOC(=O)ON1C(=O)c2ccccc2N2COc3ccccc3C12 (stereo not given)	1
Clc1ccc(C2Oc3ccccc3C3=C2C(c2ccc(Cl)cc2)n2ncnc2N3)cc1 (stereo not given)	i
Cc1sc(C(C2C(=O)CC(C)(C)CC2=O)C2C(=O)CC(C)(C)CC2=O)cc1Br	-5
O=[N+]([O-])c1ccc(N2CCCCC2)c([N+](=O)[O-])c1	-1.3
O=C(c1ccc2[nH]c(=O)oc2c1)c1ccc2[nH]c(=O)oc2c1	1.4
C/C(=N/Nc1nnc(C)c(=O)[nH]1)C(=O)O	i
C/C(Cn1nnc([N+](=O)[O-])n1)=N\NC(=O)c1c(C)nnn1-c1nonc1N	-2
CCOC(=O)c1cnn2cc(-c3[nH]ncc3[N+](=O)[O-])cnc12	-1.6
COc1ccc(OC)c(C(c2c(O)ccc3ccccc23)c2c(O)ccc3ccccc23)c1	-2.4
CCOC(=O)Cc1csc(N)n1	1.8
CC1(C)CC2CC(C)(CN2S(=O)(=O)c2ccc(N)cc2)C1 (stereo not given)	-1.1
CCCCOCCOCCOCc1cc2c(cc1CCC)OCO2	-1.3
Cc1ccc(-c2nnc(CSC3CCS(=O)(=O)C3)o2)o1 (stereo not given)	-1.4
Cc1ccc(/C=C(/C#N)C(N)=S)s1	-1.9
O=c1oc(-c2ccco2)nc2c1cnn2-c1ccccc1	1.5
Cc1nnnn1Cc1ccc(Cl)cc1Cl	-2.8
C[n+]1cccc(C(=O)O)c1	1
O=C(Nc1nonc1NC(=O)c1sc2cc(Cl)ccc2c1Cl)c1sc2cc(Cl)ccc2c1Cl	1

Further compounds
mol	telomere uncapping
Nc1ncnc2c1ncn2C1CC(O)C(CO)O1 (stereo not given)	-1.2
O=c1[nH]c(=O)n([C@H]2C[C@H](O)[C@@H](CO)O2)cc1F	-2.1
Cc1c(C(=O)O)[nH]c2c1C(=O)CCC2	-1.2
Cc1cc(I)cc(C)c1NC(=O)C1CC(O)CN1C(=O)OCC(C)C (stereo not given)	-1.1
COc1ccc(OCCn2cc(C=O)c3ccccc32)cc1	-2.1
Cn1cnc2c(ncn2C2OC(CO)C(O)C2O)c1=N (stereo not given)	-1.6
CCOC(=O)C(=O)Nn1cnnc1	-1.5
Cc1sc(/C=C(/C#N)C(=O)OC(C)C)cc1Br	-1
O=C1CCCC2=C1C(c1ccccc1)C1C(=O)c3ccccc3C1=N2 (stereo not given)	-1.8
Brc1ccc(-c2nc3ccccc3nc2-c2ccc(Br)cc2)cc1	1.2
Cc1cc(C)n(-c2nnc(-n3nc(C)cc3C)nn2)n1	-2.2
Clc1ccc(OCCSc2nc3ccccc3o2)cc1	1.2

In the list so far, these contain two or more sulfur atoms.
mol	telomere uncapping
O=S(=O)(c1ccc(NC(=S)Nc2ccccc2)cc1)N1CCCCC1	-2.1
O=C(C1=C(O)C(=O)N(CCCN2CCOCC2)C1c1cccs1)c1cccs1 (stereo not given)	-3.2
CN(CC12CC3CC(CC(C3)C1)C2)S(=O)(=O)c1ccc2sc(=O)[nH]c2c1	-1.1
Cc1sc(/C=C(/C#N)C(N)=S)cc1Br	1.1
Cc1ccc(S(=O)(=O)N2CCN(Cn3c(=S)sc4ccccc43)CC2)cc1	-1.2
N#Cc1c(NC(=O)c2sc3ccccc3c2Cl)sc2c1CCC2	-2.5
CCOC(=O)c1sc(NS(C)(=O)=O)nc1C	-1.1
CCOC(=O)c1c(NC(=O)c2cccs2)sc(C(=O)N2CCCC2)c1C	-2
CN(c1ccccc1N(C)S(=O)(=O)c1ccccc1)S(=O)(=O)c1ccccc1	1.7
CN1C(=O)/C(=C2\SC(=S)N(CCS(=O)(=O)O)C2=O)c2ccccc21	4.3*
Cn1c(SCc2ccc(C(C)(C)C)cc2)nnc1-c1cccs1	-1
O=C1CN(C(=O)CSc2nnc(C3CCCN3S(=O)(=O)c3ccc4ccccc4c3)n2-c2ccccc2)c2ccccc2N1 (stereo not given)	1.6
Cc1ccc(-c2nnc(CSC3CCS(=O)(=O)C3)o2)o1 (stereo not given)	-1.4
Cc1ccc(/C=C(/C#N)C(N)=S)s1	-1.9
O=C(Nc1nonc1NC(=O)c1sc2cc(Cl)ccc2c1Cl)c1sc2cc(Cl)ccc2c1Cl	1

Some of the compounds tested. The share of hits here may be higher or lower than overall.
